PI4K2A block – PI4K2A (human) kinase inhibition; AID 1346378; 420,000 compounds, 0.13% hits; Q9BTU6; purified PI4K2A, ADP-Glo luminescence, 1 h; stronger effect = lower value; activity change, negative = inhibition, % at 76.9 µM; in the data active means activity change below about -50%; inconclusive means mostly about -30% to -49%;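 further: -100% = wells without enzyme as full effect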
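Compounds are screened against recombinant PI4K2A using PI as substrate and ATP, the latter dispensed at 300 microM. Reactions run one hour at ambient temperature before ADP-Glo detection; full inhibition defined by wells lacking enzyme.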
Pin1 inhibitor – human Pin1 inhibition; Q13526; Pin1 FP peptide displacement, HiFluor488, 10 min; Potency, µM (series often up to 115 µM), inactives show at the top dose activity, negative = inhibition, most hits filed as inhibitors; 390,000 compounds, 0.009% hits; AID 504891; active means well fitted inhibition curve with a large enough effect in the polarisation, with a control signal flat, not every such curve was filed as active; inconclusive means small, poorly fitted or top-dose-only effect, or effect the other way, or a change in a side signal; inactive means no such curve, though single readings can be large or run the other way; the % refers to the polarisation; further: potency means the concentration at half of the fitted maximal effect; on the % scale 0 is the no-effect control and ±100 the full control effect
Target sequence (Q13526 whole entry, looked up): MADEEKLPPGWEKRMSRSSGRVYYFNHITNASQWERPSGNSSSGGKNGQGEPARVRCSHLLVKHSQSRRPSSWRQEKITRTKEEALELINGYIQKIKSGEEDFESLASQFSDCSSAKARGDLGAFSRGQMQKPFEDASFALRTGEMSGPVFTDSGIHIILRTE
PGK inhibitor – inhibitors of T. brucei phosphoglycerate kinase; P07378; PGK/GAPDH coupled, Kinase-Glo luminescence, 60 min; Potency, µM (doses to about 57.5 µM), for the others: at the highest dose activity change, negative = inhibition, most hits filed as inhibitors; 380,000 compounds, 0.043% hits; AID 602233; further: potency means the concentration at half of the fitted maximal effect; on the % scale 0 is the no-effect control and ±100 the full control effect; nearly all actives have a fitted effect of over 60% in size
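Luminescent ATP detection (Kinase-Glo Plus) follows a 60-minute room-temperature incubation, with wells lacking PGK as controls. Buffer: 100 mM TEA (pH 7.6), 5 mM MgCl2, 0.01% Tween-20. Coupling enzyme GAPDH (100 nM final) supplies unstable 1,3-BPG in-well.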
BAZ2B inh – inhibitors of human BAZ2B bromodomain; 360,000 compounds, 4.4% hits; AlphaScreen BAZ2B-H3K14Ac peptide displacement; Potency, µM (doses to about 114 µM), without a hit: at the highest dose activity change, negative = inhibition, hits mostly inhibitors; AID 504333; Q9UIF8; further: potency means the concentration at half of the fitted maximal effect; on the % scale 0 is the no-effect control and ±100 the full control effect; nearly all actives have a fitted effect of over 60% in size
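Multi-concentration screen (max 110 uM) measuring displacement of acetylated histone H3 peptide from BAZ2B by AlphaScreen, using 50 nM protein, 50 nM peptide and 10 ug/mL streptavidin donor plus Ni-chelate acceptor beads.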
ERG Ets-DNA blk – inhibitors of human ERG Ets domain-DNA interaction | 370,000 compounds, 0.028% hits | Potency, µM (series often up to 76.9 µM), without a hit: top-dose FP activity, negative = inhibition, actives largely listed as inhibitors | AID 624246 | fluorescence polarization, His-ERG Ets domain / labelled DNA; active means well fitted inhibition curve with a large enough effect in the polarisation, with a control signal flat; inconclusive means small, poorly fitted or top-dose-only effect, or effect the other way, or a change in a side signal; inactive means no such curve, though single readings can be large or run the other way; the % refers to the polarisation;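 further: polarization taken with two DNA probes labelled with fluorescein and Texas red; potency means the concentration at half of the fitted maximal effect; % of control where 0% means no effect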
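His-tagged ERG Ets domain (1 uM in the protein solution; 300mM KCl, 50mM Tris-HCl, 1mM EDTA, 1mM DTT, pH 7.5) received compound, then a probe mix of 5 nM fluorescein-DNA and 100nM Texas-615-DNA. Fluorescence polarization was read for both dyes.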
JMJD2A Tudor – inhibitors of human JMJD2A Tudor domain | AID 504339 | 390,000 compounds, 4.4% hits | Potency, µM (titrated, usually from 114 µM), without a hit: at the top dose activity change, negative = inhibition, most hits filed as inhibitors | AlphaScreen JMJD2A-Tudor / H3K4me3 peptide binding; further: potency means the concentration at half of the fitted maximal effect; on the % scale 0 is the no-effect control and ±100 the full control effect; nearly all actives have a fitted effect of over 50% in size
HP1b binding inh – inhibitors of HP1-beta chromodomain binding to methylated histone tails; Potency, µM (top dose mostly 114 µM), for inactives: at the top dose activity change, negative = inhibition, hits mostly inhibitors; 390,000 compounds, 0.56% hits; AlphaScreen HP1-beta / biotin-H3K9me3 peptide binding; AID 540317; P83916; further: potency means the concentration at half of the fitted maximal effect; nearly all actives have a fitted effect of over 70% in size; inactives centre near 23
Target sequence (P83916 whole entry, looked up): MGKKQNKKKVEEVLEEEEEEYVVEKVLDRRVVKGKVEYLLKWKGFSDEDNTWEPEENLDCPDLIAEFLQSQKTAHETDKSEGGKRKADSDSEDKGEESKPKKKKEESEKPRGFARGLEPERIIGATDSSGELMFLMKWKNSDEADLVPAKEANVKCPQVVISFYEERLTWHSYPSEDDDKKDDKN
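AlphaScreen: HP1-beta (50 nM) preformed 30 min with biotin-H3(1-18)K9me3 peptide (50 nM) in PBS pH 7.4, 0.01% Tween-20. Compound added for 30 min at RT, then streptavidin donor/nickel chelate acceptor beads (10 ug/mL) for 30 min.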
GLS inh – glutaminase GLS (human) inhibition; GLS enzymatic activity, qHTS titration; AID 624170; Potency, µM (highest dose often 45.5 µM), inactives show at the highest dose activity change, negative = inhibition, actives largely listed as inhibitors; O94925; 410,000 compounds, 0.21% hits; further: potency means the concentration at half of the fitted maximal effect; on the % scale 0 is the no-effect control and ±100 the full control effect
Target sequence (O94925 whole entry, looked up): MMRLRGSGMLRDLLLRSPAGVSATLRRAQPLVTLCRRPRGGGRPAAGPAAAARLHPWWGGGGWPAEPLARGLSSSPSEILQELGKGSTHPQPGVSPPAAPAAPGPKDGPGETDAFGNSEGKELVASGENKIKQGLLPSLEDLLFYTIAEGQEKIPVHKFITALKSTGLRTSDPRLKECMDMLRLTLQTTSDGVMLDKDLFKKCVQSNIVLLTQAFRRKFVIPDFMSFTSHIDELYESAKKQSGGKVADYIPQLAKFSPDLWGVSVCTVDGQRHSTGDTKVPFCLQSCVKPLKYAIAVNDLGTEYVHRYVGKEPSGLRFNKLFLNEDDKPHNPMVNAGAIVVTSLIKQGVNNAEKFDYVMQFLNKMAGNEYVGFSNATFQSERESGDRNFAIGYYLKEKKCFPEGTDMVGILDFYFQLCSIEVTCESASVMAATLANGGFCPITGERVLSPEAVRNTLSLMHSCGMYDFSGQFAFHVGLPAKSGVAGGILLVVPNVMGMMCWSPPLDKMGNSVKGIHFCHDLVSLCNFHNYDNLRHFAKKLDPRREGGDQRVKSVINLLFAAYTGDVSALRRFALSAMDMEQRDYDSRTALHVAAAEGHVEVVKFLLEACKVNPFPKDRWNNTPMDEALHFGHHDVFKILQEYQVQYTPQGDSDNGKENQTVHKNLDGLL
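Human kidney-isoform GLS in 45 mM KH2PO4 pH 8.2, 0.02% Tween-20, with compound, started with 1mM L-Glutamine (added stock). Glutamate oxidase/HRP/Amplex red coupled fluorescence read at start and after 30 min at RT.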
G9a block – inhibitors of human histone lysine methyltransferase G9a; Q96KQ7; G9a H3K9 monomethylation, AlphaScreen, 2 h; Potency, µM (series often up to 102 µM), for inactives: at the top dose activity, negative = inhibition, most hits filed as inhibitors; 350,000 compounds, 8.8% hits; further: potency means the concentration at half of the fitted maximal effect; on the % scale 0 is the no-effect control and ±100 the full control effect; nearly all actives have a fitted effect of over 75% in size
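G9a (20 nM) was preincubated 15 min with compound, then reacted 2 h at room temperature with 500 nM biotin-H3K9 peptide and 20 µM SAM. Monomethyl-H3K9 detected by AlphaScreen using anti-H3K9me1 antibody.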
Numbers without * were called inactive; i = inactive; ? = inconclusive; nt = not tested or not shown; & = joins results of further samples; [ ] = remark or other dose. Unless noted, the call rests on the fitted dose curve; in most records, active means well fitted curve in the direction sought with a large enough effect; inconclusive means small, poorly fitted or top-dose-only effect, or another doubt; inactive means no such curve, though single readings can be large; an effect the other way counts as inactive or inconclusive. Compounds were not picked by outcome; about 11% have a hit in one of these screens.

PI4K2A block,Pin1 inhibitor,PGK inhibitor,BAZ2B inh,ERG Ets-DNA blk,JMJD2A Tudor,HP1b binding inh,GLS inh,G9a block,structure
-3,1%,3%,10%,-1%,-14%,26%,3%,1%,CC(=O)Nc1ccc(OCC(=O)c2cc(C)ccc2C)cc1
-4,2%,-10%,-5%,9%,-5%,32%,-1%,?,Cc1ccc(S(=O)(=O)NCCN=C(CN2CCOCC2)NS(=O)(=O)c2ccc(C)cc2)cc1
-1,?,1%,50µM*,-14%,?,2%,8%,?,Cc1ccc(-c2nc3c4ccccc4ccn3c2CN2CCCCC2)cc1
-3,?,-2%,7%,-9%,3%,22%,-1%,1%[59 µM],COC(=O)c1n[nH]nc1-c1ccccc1
-3,2%,-2%,-22%,1%,?,4%,?,-13%[59 µM],CCCCCc1cc(=O)oc2c(C(CCN3CCCCC3)c3cc(OC)c(OC)c(OC)c3)c(OC)cc(OC)c12 (stereo not drawn)
1,0%,3%,0%,3%,-10%,27%,5%,25%,O=C(COc1ccc([N+](=O)[O-])cc1)NCc1cccnc1
3,3%,3%,10%,1%,-9%,23%,0%,16%[2.33 µM],N#Cc1ccccc1OCC(=O)N1CCN(S(=O)(=O)c2ccc(Cl)cc2)CC1
4,-3%,-2%,-1%,11%,-23%,11%,11%,-18%[59 µM],COC(=O)c1cc(C(=O)Nc2nnc(CC(C)C)s2)cc([N+](=O)[O-])c1
3,3%,-4%,-8%,0%,-21%,41%[activator],-4%,?,O=C(Nc1cccnc1)c1ccc(Cl)c(S(=O)(=O)N2CCCC2)c1
0,-3%,-1%,-2%,3%,-4%,35%,-5%,0%,O=C(COc1ccc(Cl)cc1)NCCCNC(=O)c1ccncc1
-12,2%,7%,9%,-1%,-2%,7%,1%,-39%,N#CCCn1cc(C(=O)Nc2ccc(C(=O)O)cc2)c(-c2ccc([N+](=O)[O-])cc2)n1
-4,-3%,-7%,7%,5%,-20%,28%,7%,?,CCCCn1c(S(=O)(=O)O)nc2ccccc21
-2,-2%,i,-12%,9%,-12%,28%,-13%,19%,O=C(COc1ccc2c(c1)OCO2)Nc1ccccc1C(F)(F)F
2,-7%,-9%,3%[57.1 µM],-3%,-22%,1%,0%,13%[12.7 µM],Cc1c(Br)cc(C(=O)NC2CCCCC2)c(C)c1C
-7,-2%,2%,5%,1%,0%,14%,16%,-5%[59 µM],O=C1NC(Nc2ccccn2)(C(F)(F)F)C(=O)N1c1ccc(F)cc1 (stereo not drawn)
5,4%,1%,9%,1%,-8%,26%,3%,-12%[2.33 µM],CN(C)c1ccc(C2N(C(=O)N3CCOCC3)CCN2S(=O)(=O)c2ccccc2)cc1 (stereo not drawn)
6,6%,-8%,10%,nt,3%,24%,-4%,?,CC1(NC(=O)Cc2ccc(S(=O)(=O)N3CCOCC3)s2)CCS(=O)(=O)C1 (stereo not drawn)
-1,0%,i,-27%,-7%,3%,38%,-9%,33%[59 µM],c1ccc(-c2cnnn2-c2ccccc2)cc1
-4,-11%,-8%,1%,-1%,-6%,14%,-4%,?,CCOC(=O)C1(C)C=C(Nc2ccc(Br)cc2)C(=O)N1c1ccccc1 (stereo not drawn)
-4&4&-4,-4%,-3%,-24%,-6%,?,-14%,19%,?,CNCC(O)c1ccc(O)c(O)c1 (stereo not drawn)
3,-9%,1%,-6%,-4%,-6%,44%[activator],10%,-3%[59 µM],COc1ccccc1NC(=S)NCC1CCCO1 (stereo not drawn)
1,-9%,7%,-39%,-2%,-31%,1%,11%,25µM*,Cc1ccc(-c2csc3nnc(SCC(=O)N4CCN(Cc5ccccc5)CC4)n23)cc1
-3,4%,i,1%,19%,-16%,33%,-3%,-8%,Cc1cc(-c2nnc(CCC(=O)N(C)Cc3cccc4ccccc34)o2)no1
0,2%,3%,-16%,1%,0%,25%,8%,6%,CC(C(=O)Nc1cccnc1)n1cc([N+](=O)[O-])cn1 (stereo not drawn)
0,21%,-5%,-36%,-4%,-33%,-3%,-7%,?,COc1ccc(-n2c(Cc3ccccc3)nnc2SCc2nc(-c3cccs3)no2)cc1
3,0%,2%,-4%,-5%,-15%,7%,19%,nt,Cc1ccc(S(=O)(=O)NCC(=O)NCC(=O)N2CCC(C)CC2)cc1
-1,4%,10%,2%,7%,-6%,25%,0%,78%[activator],O=C(CN1C(=O)COc2ccc(Cl)cc21)N1CCOCC1
-4,4%,-8%,-6%,-1%,?,4%,4%,16%[59 µM],Cc1c2cnn(CC(=O)N3CCN(c4ccc(F)cc4)CC3)c(=O)c2c(C)n1Cc1ccc(F)cc1
3,-12%,-1%,20%,-9%,18%,68%[activator],-3%,29%,CCCCc1ccc(S(=O)(=O)N2CCC3(CC2)OCCO3)cc1
0,-5%,-8%,?,13%,?,21%,2%,-19%[59 µM],Cc1c([N+](=O)[O-])cc(C(=O)Nc2ccc(Cc3ccncc3)cc2)cc1[N+](=O)[O-]
6,0%,5%,-2%,1%,2%,50%,5%,11%[59 µM],Cc1cc(C(F)F)n2ncc(C(=O)N3CCCCC3)c2n1
-6,?,-9%,?,-8%,?,-13%,1%,?,COc1ccc2[nH]c(C)c(CCN(Cc3cccs3)C(=S)Nc3ccccc3OC)c2c1
3,-12%,7%,-15%,1%,-12%,4%,3%,3%,COc1ccc(C(=O)N2CCC(C(=O)c3c(C)cc(C)cc3C)CC2)cc1
-2,-5%,-3%,79µM*,-1%,?,43%[activator],2%,-36%[12.7 µM],C/C(=N\NS(=O)(=O)c1ccc(Cl)c([N+](=O)[O-])c1)c1ccc(C)o1
-5,-6%,1%,-10%,11%,-2%,32%,-2%,13%,Cn1c(=O)c2c(SCC(=O)Nc3cccc(F)c3)nc(-c3ccco3)nc2n(C)c1=O
3,0%,i,2%,15%,-15%,-12%,-1%,-34%,CCCNC(=O)C1CCN(S(=O)(=O)c2cccc3nonc23)CC1
-2,0%,i,-39%,-3%,?,2%,8%,9%[2.33 µM],Cc1ccc(CNC(=O)CCn2cc(-c3ccc(C)cc3)nc2CCN)cc1
5,-5%,0%,-1%,-6%,-9%[57.1 µM],36%,-3%,-36%[12.7 µM],CCC(=O)NC(Nc1cccc(C)n1)(C(F)(F)F)C(F)(F)F
0,0%,-6%,1%,1%,1%,6%,1%,-2%[59 µM],Cc1cc(NC(=O)COC(=O)c2ccco2)no1
-1,-1%,-6%,6%,-15%,-8%,42%[activator],-11%,-45%,CCOC(=O)N1CCN(C(=O)c2ccccc2NC(=O)c2ccc(OC)cc2)CC1
2,-2%,-15%,6%,1%,-25%,13%,25%,56µM*,COc1ccc2nc(NC(=O)CSc3n[nH]c(N)n3)sc2c1
0,-2%,i,-6%,-5%,-28%,-13%,-16%,0%[59 µM],Cc1ccc(CNC(=O)Cn2cc(S(=O)(=O)Cc3ccccc3Cl)c3ccccc32)cc1
0,-4%,9%,58%[activator],-1%,2%,89%[activator],16%,4%,Cc1cc2n(n1)C(c1sccc1C)Nc1ccccc1-2 (stereo not drawn)
-6,?,-6%,-4%,6%,1%,43%[activator],13%,61%[activator],Cc1ccccc1OCCNC(=S)Nc1ccccc1
0,0%,i,0%,1%,-11%,34%,-6%,-4%,O=C(Cc1cccs1)NCc1cccs1
0,6%,-7%,8%,-4%,0%,26%,6%,?,COCCN(CC(=O)NCc1ccccc1)C(=O)CCC(=O)Nc1ccccn1
-2,-9%,-9%,-2%,4%,-14%,28%,-1%,12%,COc1ccc(CCNC(=O)CSCc2ccc(Br)cc2)cc1OC
5,-3%,-1%,6%,2%,-15%,24%,0%,-1%[12.7 µM],CC(NC(=O)C1CCCCC1)c1ccc2c(c1)OCCO2 (stereo not drawn)
1,-2%,-3%,nt,-1%,-3%,21%[57 µM],2%,nt,COc1ccc(C(=O)NNC(=O)CSc2nnc3ccccn23)cc1OC
-2,-4%,4%,-6%,nt,-16%,32%,15%,?,Cc1cc(C)nc(SCc2cccc(C(=O)O)c2)n1
-5,-4%,-9%,-6%,-5%,-33%,-14%,-10%,?,Cc1ccc(C(=O)N2CCC(Cc3ccccc3)CC2)cc1[N+](=O)[O-]
2,-1%,0%,-29%,-11%,-27%,-1%,-2%,?,Cc1ccc(N2C(S)=C(C#N)C(=O)NC2c2cccs2)cc1 (stereo not drawn)
2,35%[activator],-8%,-36%,-4%,-33%,-3%,5%,?,O=C(CSc1nc2ccccc2c(=O)n1CCCN1CCOCC1)Nc1cccc(S(=O)(=O)N2CCCCCC2)c1
5,2%,0%,?,-8%,-16%,39%[activator],2%,nt,Cc1c(C(=O)N2CCCC2)c(S(=O)(=O)NCC(C)c2ccccc2)c(C)n1C (stereo not drawn)
-3,24%,-11%,-22%,0%,?,-6%,3%,?,COc1ccc(OC)c(NC(=O)c2c(NCc3ccc(OC)c(OC)c3)sc3c2CCC3)c1

An excerpt from above in order of their number in Pin1 inhibitor, falling:
PI4K2A block,Pin1 inhibitor,PGK inhibitor,BAZ2B inh,ERG Ets-DNA blk,JMJD2A Tudor,HP1b binding inh,GLS inh,G9a block,structure
5,2%,0%,?,-8%,-16%,39%[activator],2%,nt,Cc1c(C(=O)N2CCCC2)c(S(=O)(=O)NCC(C)c2ccccc2)c(C)n1C (stereo not drawn)
2,-2%,-15%,6%,1%,-25%,13%,25%,56µM*,COc1ccc2nc(NC(=O)CSc3n[nH]c(N)n3)sc2c1
-2,-4%,4%,-6%,nt,-16%,32%,15%,?,Cc1cc(C)nc(SCc2cccc(C(=O)O)c2)n1
